Source: PubChem
MmCpn inh: M. maripaludis TRiC chaperonin inhibition | purified Mm-Cpn ATPase, ADP Transcreener TR-FRET | Potency, µM (titrated, usually from 76.9 µM), inactives show top-dose activity, negative = inhibition, usual class: inhibitors | actives 0.031% (n = 330,000) | AID 504842; also: potency is read from the fitted curve at half-maximal effect; % is scaled to controls: 0 for no effect and ±100 for the full control effect; nearly all actives have a fitted effect of over 80% in size
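Purified archaeal Mm-CPN (25nM final) preincubated 10 min at 37degC with compound, then 10uM ATP for 30 min at 37degC; ADP measured by HTRF Transcreener TR-FRET; buffer 30 mM TRIS pH 7.4, 100mM KCl, 5mM MgCl2, 1mM DTT.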
A549 viability: kills or reduces viability of A549 cells in Nrf2 counter-screen; A549 ARE-Fluc cells, CellTiter-Fluor viability, 18-24 h; Potency, µM (highest dose often 46 µM), for the others: at the top dose activity change, negative = cytotoxicity, hits mostly inhibitors; actives 0.16% (n = 390,000); AID 504648; also: potency is read from the fitted curve at half-maximal effect; % is scaled to controls: 0 for no effect and ±100 for the full control effect
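A549 ARE-Fluc cells in 5% FBS OPTI-MEM, 5000 cells/well, rested 2 h then exposed to compounds in concentration-response for 18-24 h at 37 °C. Viability by CellTiter-Fluor fluorescence (Ex 405/Em 525) after 30 min; luciferase luminescence (BugLite, 15 min, RT) read afterwards.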
TGFb inhibitor: blocks TGF-b signaling | HepG2 CAGA-GFP TGF-b/SMAD3 reporter, GFP fluorescence, 18 h; TGF-beta stimulated, 500 pg/mL final | Potency, µM (highest dose often 46.1 µM), inactives show top-dose activity, negative = inhibition, usual class: inhibitors | actives 1.2% (n = 410,000) | AID 588855; also: potency is read from the fitted curve at half-maximal effect; % is scaled to controls: 0 for no effect and ±100 for the full control effect; nearly all actives have a fitted effect of over 65% in size
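Inhibition was scored as loss of TGF-beta-induced (500 pg/mL final, 18 hours, 37 degrees C) GFP in HEPG2 cells carrying a CAGA-GFP reporter, in DMEM with 1% FBS. Well GFP was summed per cell; Activity was normalised to unstimulated and stimulated DMSO wells, then concentration-response fitting.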
Akt phos inh: Akt phosphorylation inhibition; Neuro2A IGF-stimulated pAkt S473 HTRF, 20 min; stronger effect = lower value; activity change, % for hits at 50 µM; actives 0.32% (n = 360,000); in the data active = activity change below about -80%; inconclusive = mostly about -51% to -80%; also: % is scaled to controls: 0 for no effect and ±100 for the full control effect
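Neuro2A cells (4,500/well, DMEM with 0.5% FBS) were treated with compound at a single 50 µM final concentration, stimulated with 6 nM IGF for 20 min at 37 °C, and lysed. Phospho-Akt Ser473 was read by HTRF as 665/615 ratio ×10^4.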
EPAC2 antag: antagonists of human EPAC2; actives 0.18% (n = 360,000); AID 720708; Potency, µM (series often up to 114 µM), without a hit: at the top dose activity, negative = inhibition, most hits filed as inhibitors; Q8WZA2; EPAC2 GEF exchange of Rap1B-BODIPY-GDP, fluorescence; also: potency is read from the fitted curve at half-maximal effect; % is scaled to controls: 0 for no effect and ±100 for the full control effect; nearly all actives have a fitted effect of over 45% in size; many of its hits are not listed in these tables
Target sequence (Q8WZA2 whole entry, looked up): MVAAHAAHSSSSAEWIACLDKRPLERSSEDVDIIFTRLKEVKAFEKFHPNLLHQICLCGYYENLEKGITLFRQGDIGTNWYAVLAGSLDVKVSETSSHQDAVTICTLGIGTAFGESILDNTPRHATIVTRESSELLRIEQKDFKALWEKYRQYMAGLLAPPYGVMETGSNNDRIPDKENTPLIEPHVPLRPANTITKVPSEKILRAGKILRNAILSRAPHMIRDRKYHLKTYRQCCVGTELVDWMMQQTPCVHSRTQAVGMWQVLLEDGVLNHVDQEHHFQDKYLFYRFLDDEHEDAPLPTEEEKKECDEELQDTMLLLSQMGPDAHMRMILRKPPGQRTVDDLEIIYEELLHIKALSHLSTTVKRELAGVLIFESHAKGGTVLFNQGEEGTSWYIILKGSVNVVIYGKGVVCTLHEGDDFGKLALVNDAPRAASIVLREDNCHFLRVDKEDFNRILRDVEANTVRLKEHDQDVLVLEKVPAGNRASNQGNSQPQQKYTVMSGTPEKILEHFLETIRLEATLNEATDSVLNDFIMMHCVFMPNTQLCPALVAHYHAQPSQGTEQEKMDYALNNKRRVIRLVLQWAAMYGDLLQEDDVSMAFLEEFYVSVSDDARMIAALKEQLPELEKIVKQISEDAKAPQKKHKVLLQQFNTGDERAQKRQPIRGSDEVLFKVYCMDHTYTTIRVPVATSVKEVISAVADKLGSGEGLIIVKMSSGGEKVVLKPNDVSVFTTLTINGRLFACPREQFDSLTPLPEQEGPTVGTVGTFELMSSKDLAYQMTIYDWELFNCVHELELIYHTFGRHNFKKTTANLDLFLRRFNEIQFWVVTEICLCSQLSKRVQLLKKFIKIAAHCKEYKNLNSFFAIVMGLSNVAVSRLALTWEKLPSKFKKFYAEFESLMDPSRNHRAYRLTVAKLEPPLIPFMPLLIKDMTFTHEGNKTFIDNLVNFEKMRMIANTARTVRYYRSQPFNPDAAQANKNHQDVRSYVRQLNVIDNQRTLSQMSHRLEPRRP
Nrf2 activator: activates Nrf2 signaling | AREc32 ARE-luciferase reporter (MCF7-derived line), luminescence, 24 h | Potency, µM (highest dose often 46.1 µM), inactives show at the top dose activation, most hits filed as activators | actives 0.31% (n = 410,000) | AID 624171; also: potency is read from the fitted curve at half-maximal effect; % of control where 0% means no effect; nearly all actives have a fitted effect of over 65% in size
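AREc32_Fluc, 1000 cells/well, OPTI-MEM + 5% FBS, o/n 37 deg C 5% CO2; 23 nL cpd by pin tool, 24 hr; Steady-Glo 30 min RT, luminescence.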
EPAC2 ag: EPAC2 (human) agonism; EPAC2 activation, biochemical qHTS; response scale: 100% = 6.5 mM cAMP response; Potency, µM (highest dose often 154 µM), for inactives: top-dose activation, actives largely listed as activators; actives 0.079% (n = 360,000); AID 720711; also: potency is read from the fitted curve at half-maximal effect; nearly all actives have a fitted effect of over 50% in size
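Compounds were titrated in qHTS against a Rap1B-BODIPY-GDP (250 nM) complex with EPAC2 (100 nM) and GDP (50 uM). BODIPY-GDP release tracked at 480/540 nm over 30 min at room temperature, normalized to 6.5 mM cAMP.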
Nrf2 block: blocks Nrf2 signaling; A549 ARE-Fluc reporter, luciferase luminescence, 18-24 h; AID 504444; Potency, µM (doses to about 46 µM), for inactives: at the highest dose activity change, negative = inhibition, hits mostly inhibitors; actives 2.1% (n = 360,000); also: potency is read from the fitted curve at half-maximal effect; % is scaled to controls: 0 for no effect and ±100 for the full control effect; nearly all actives have a fitted effect of over 60% in size
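A549 ARE_Fluc cells, 5000/well, 5% FBS OPTI-MEM; compounds in dose-response, 18-24 h at 37 °C/5% CO2; CellTiter-Fluor viability read (Ex 405/Em 525), then BugLite luciferase luminescence = Nrf2 activity.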
CCT modulator: changes cytosolic chaperonin activity; purified chaperonin ATPase assay, HTRF ADP detection, 30 min; actives 0.3% (n = 360,000); AID 651819; activity change, % (concentration not given with the values), hits read low; in the data active = activity change below about -30%; also: % is scaled to controls: 0 for no effect and ±100 for the full control effect
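Nucleotide hydrolysis assay: TRiC at 20–40 nM final (set by batch activity) with 10 uM ATP, 30 min at 37 °C, in presence of 76 uM compound. Detection by competitive ADP HTRF, 30 min ambient.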
* hit, by the source's call; i = inactive; ? = inconclusive; . = no result given; & = joins results of further samples; [ ] = remark or other dose. Unless noted, calls follow the shape of the dose curve; as a rule, active = well fitted curve in the direction sought with a large enough effect; inconclusive = small, poorly fitted or top-dose-only effect, or another doubt; inactive = no such curve, though single readings can be large; an effect the other way counts as inactive or inconclusive. The list is partial; the hit share may differ from the screen's.

structure | MmCpn inh | A549 viability | TGFb inhibitor | Akt phos inh | EPAC2 antag | Nrf2 activator | EPAC2 ag | Nrf2 block | CCT modulator
COc1ccccc1C(=O)N=C1SC2CS(=O)(=O)CC2N1c1ccccc1 (stereo not drawn) | -2% | 3% | 8% | i | 15% | 1.9% | -2% | -3% | 2.9
COc1cc(CN(C)C(=O)C(=O)c2c[nH]c3ccccc23)ccc1O | . | -1% | -5% | i | -5% | 3.2% | -2% | 12% | -1.3
CCOc1ccc(N/C=C/C(=O)c2ccccc2)cc1 | 0% | -13% | 2% | i | 4% | 0.0%[9.22 µM] | -1% | ? | -0.3
COc1ccc(NC(=O)CSc2nc(C)cs2)cc1 | 2% | 4% | -13% | i | 1% | 0.4% | 4% | ? | 1.7
CC(C)(C)NC(=O)NC(=O)COC(=O)c1ccc2c(c1)S(=O)(=O)N=C1CCCCCN12 | 0% | -2% | -4% | i | 10% | 0.6% | -2% | -1% | 0.4
c1coc(CNc2ncnc3sc4c(c23)CCCCC4)c1 | 1% | -1% | -2% | i | -3% | 11% | 13% | -10% | -2.3
O=C1CSC2(C(=O)N(Cc3cccc(C(F)(F)F)c3)c3ccccc32)N1c1ccc(F)c(F)c1 (stereo not drawn) | . | ? | ? | . | . | 0.5% | . | ? | .
CC1(C)CC(=O)C2=C(C1)OC(N)=C([N+](=O)[O-])C2c1cccs1 (stereo not drawn) | ? | 6% | -5% | i | 1% | 0.2% | -9% | -1% | -1.9
CCc1nc(NCCCCCO)c2nnn(Cc3ccccc3F)c2n1 | -2% | 1% | -6% | i | 1% | 4.2% | 0% | -24% | -0.5
Cc1nc2cc(O)ccc2n1C | -1% | 1% | 1% | i | -2% | -0.6% | 12% | 5% | -1.6
Cc1ccc(CCNc2ccccc2)c[n+]1[O-] | 1% | 5% | 2% | i | 17% | 0.2% | 5% | 1% | -3.2
Cc1ccc(NC(=O)CSc2ccccc2)cc1S(=O)(=O)N1CCCCC1 | -2% | -9% | ? | i | -2% | 0.0% | 7% | 23µM* | -1.3
CN(C(=O)CSc1nnc(-c2ccc(C(C)(C)C)cc2)n1C)C1CCS(=O)(=O)C1 (stereo not drawn) | -1% | 3% | 26% | i | 7% | -0.2% | 8% | -19% | -0.4
COc1ccc(-c2c3c(=O)n(C)c(=O)n(C)c3cn2N2CCOCC2)cc1 | 3% | -3% | -19% | i | 1% | -0.1% | -1% | 2% | -1.2
O=S(=O)(Nc1cc(S(=O)(=O)N2CCOCC2)ccc1NCC1CCCO1)c1ccccc1F (stereo not drawn) | 1% | 2% | -2% | i | 0% | 0.3% | 5% | -1% | 0.9
COCc1cc(=O)n2[nH]cc(-c3ccsc3)c2n1 | -7% | -3% | ? | i | -8% | -0.5% | 5% | -10% | -3.0
O=C1C2C(c3ccccc3)CC=CC2[C@H](c2ccoc2)N1Cc1ccccc1 (stereo partly drawn) | 0% | -16% | ? | i | -14% | 3.9% | 13% | ? | 1.4
COc1ccc(-c2n[nH]c(=S)n2-c2ccc(C)cc2C)cc1 | -16% | -5% | -1% | i | -1% | -0.4% | 0% | -13% | 1.2
CCOc1cc(N2CCOCC2)c(OCC)cc1NC(=O)[C@H](C)N1C(=O)C2CC=CCC2C1=O (stereo partly drawn) | 0% | 2% | 4% | i | 2% | -1.0% | -3% | -8% | 1.5
Nc1ccc(CCc2ccccn2)cc1 | . | 2% | 12% | i | 17% | 0.0% | 4% | ? | -1.6
COc1ccc(C2N(c3cc(Cl)ccc3OC)C(=O)C3CCCN32)cc1 (stereo not drawn) | -15% | 4% | ? | i | -20% | -1.1% | 26% | 1% | -0.3
CCOC(=O)c1cnc2c(Cl)cccc2c1NCCN1CCOCC1 | -2% | 0%&6% | -1%&16% | i | 3% | -0.3%&2.8% | 12% | 12% | -0.4
NC(=S)n1[nH]c(-c2ccc([N+](=O)[O-])cc2)c(N=Nc2ccccc2[N+](=O)[O-])c1=O | 0% | 6% | -12% | i | 1% | 11% | 4% | 13% | -1.8
O=C(CN1C(=O)NC(Cc2c[nH]c3ccccc23)C1=O)Nc1ccccc1C(F)(F)F (stereo not drawn) | 0% | 0% | 3% | i | -6% | -0.6% | 9% | -8% | -8.5
CC(C)N(c1ccccc1)c1ccc(NC(=O)COC(=O)CCN2C(=O)c3cccc([N+](=O)[O-])c3C2=O)cc1 | 1% | 4% | ? | i | 6% | 1.4% | 7% | -12% | -0.9
Cc1nnc(NC(=O)C2CC(=O)N(Cc3ccccc3)C2)s1 (stereo not drawn) | -2% | 3% | 12% | i | 5% | 2.9% | 3% | -11% | -1.1
CC(C)Sc1ncc(Cl)c(C(=O)N(Cc2ccc(F)cc2)C2CCS(=O)(=O)C2)n1 (stereo not drawn) | . | 8% | -29% | . | . | 5.2% | . | 21% | .
O=C(COC(=O)c1ccc2c(c1)OCO2)Nc1cccc(F)c1 | -19% | 0% | -16% | i | 4% | -1.0% | 1% | -13% | -2.2
O=[N+]([O-])c1cc(C(F)(F)F)cc([N+](=O)[O-])c1NCCNC(=S)Nc1cccc(F)c1 | -1% | ? | 11µM* | i | ? | 5.7% | 8% | ? | -3.7
Cc1c(OCC(=O)N2CCN(c3ccccc3)CC2)ccc2c3c(c(=O)oc12)CCCC3 | -2% | 0% | 11% | i | -12% | -0.6% | -1% | -6% | 1.2
COc1cc(OC)cc(C(=O)NNC(=O)C(CCC(N)=O)NS(=O)(=O)c2ccc(Cl)cc2)c1 (stereo not drawn) | . | 1% | 3% | i | -1% | -0.5% | -3% | 17% | 1.3
COc1ccc(OCCCCc2c(C)n[nH]c2C)cc1 | . | 1% | -10% | i | 1% | 2.8% | 8% | ? | -0.9
COc1ccc(C)cc1NC(=O)COC(=O)c1c(-c2ccccc2)noc1C | . | . | -8% | i | -4% | 4.2% | 14% | . | 1.1
CC1CC1C(=O)OCC(=O)Nc1cc(S(=O)(=O)N2CCCCC2)ccc1Cl (stereo not drawn) | -4% | 2% | -2% | i | 11% | 0.0% | 7% | -1% | -2.5
CCOC(=O)C1=CCC(c2ccc(C)cc2)N(S(=O)(=O)c2ccc(C)cc2)C1 (stereo not drawn) | . | . | ? | i | -8% | 3.1% | 7% | . | 1.7
CC(CCc1ccco1)NC(=O)Cn1nc(Cc2ccncc2)c2ccccc2c1=O (stereo not drawn) | 2% | 3% | -16% | i | -6% | 0.2% | -3% | -9% | 0.2
O=C1NCCCCC1NC1CC(=O)N(c2ccccc2)C1=O (stereo not drawn) | 2% | 0% | -6% | . | 11% | 0.0% | -83%[inhibitor][15.6 µM] | 29% | -0.1
CC1=NN(c2ccccc2)C(=O)/C1=C/C=C/c1ccccc1 | -2% | 6% | ? | i | -2% | 11µM* | -12% | 3% | -1.1
COc1ccc(C2=C(C)C(N3CCN(C(=O)c4ccco4)CC3)=NS2(=O)=O)cc1 | -3% | -1% | 1% | i | -15% | -1.0% | 0% | 9% | 0.5
CN=C1CC(C)(C)CC(=O)/C1=C(/O)CCC(=O)NC | -1% | -2% | -1% | i | 10% | 0.3% | 3% | -3% | 0.1
CCN1C(=O)C2C(C1=O)N1C(c3ccccc3)C3C(=O)N(CC)C(=O)C3N1C2c1ccccc1 (stereo not drawn) | 2% | 0% | 3% | i | -2% | -0.4% | 14% | 3% | -1.5
CCOc1ccc(CNCc2c(C(=O)O)c(C)n(Cc3ccc(F)cc3Cl)c2C)cc1 | . | -5% | 0% | . | . | 5.8% | . | -7% | .
O=C(Nc1ccc(N2CCN(Cc3ccccc3)CC2)cc1)c1cccnc1 | -4% | 0% | 9% | i | 2% | -0.6% | 3% | ? | 1.1
CN(C(=O)c1ccc(NC(=O)Cc2ccc(NC(=O)C3CCCN(C(=O)C4CCCC4)C3)cc2)cc1)C1CC1 (stereo not drawn) | 1% | -3% | -1% | i | 6% | 1.2% | 6% | -1% | 1.5
CC(C)(C(=O)N1CCC1(C)C(=O)NS(=O)(=O)c1ccc(C#N)cc1)c1ccccc1 (stereo not drawn) | . | . | -4% | i | -16% | 0.5% | 14% | . | 0.0
CCOC(=O)[C@]12CCC=C1N(Cc1cccc3ccccc13)C(=O)[C@H](CC(=O)N1CCOCC1)C2 | . | . | . | i | 0% | 4.5% | 0% | . | 1.4
CCOc1ccccc1C1C(C(N)=O)=C(C)Nc2nc(-c3ccccc3Cl)nn21 (stereo not drawn) | -2% | 22% | -2%&-1% | i | 0% | 0.0%&1.0% | 13% | ? | 1.5
COc1ccc([N+](=O)[O-])cc1NC(=O)Cc1noc2ccccc12 | 2% | 5% | 5% | i | 1% | 10% | -5% | 1% | 0.1

Entries of single compounds as entered above. Order of values: MmCpn inh | A549 viability | TGFb inhibitor | Akt phos inh | EPAC2 antag | Nrf2 activator | EPAC2 ag | Nrf2 block | CCT modulator
CCOc1cc(N2CCOCC2)c(OCC)cc1NC(=O)[C@H](C)N1C(=O)C2CC=CCC2C1=O (stereo partly drawn) as listed: 0% | 2% | 4% | i | 2% | -1.0% | -3% | -8% | 1.5
COc1ccc(NC(=O)CSc2nc(C)cs2)cc1 as listed: 2% | 4% | -13% | i | 1% | 0.4% | 4% | ? | 1.7
